# From PubChem
# CHT block: inhibitors of human choline transporter CHT; AID 488975; actives 0.86% (n = 310,000); Q9GZV3; B-score at 10 µM; CHT-expressing cells, membrane potential dye, choline response; stronger effect = lower value;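 active = B-score over 3 SD under the library average, and starting fluorescence ratio not unusually high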;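 also: choline stimulus applied at its EC90 after an EC20 pre-addition; B-score computed on integrated fluorescence ratio after choline addition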
# Target sequence (Q9GZV3 whole entry, looked up): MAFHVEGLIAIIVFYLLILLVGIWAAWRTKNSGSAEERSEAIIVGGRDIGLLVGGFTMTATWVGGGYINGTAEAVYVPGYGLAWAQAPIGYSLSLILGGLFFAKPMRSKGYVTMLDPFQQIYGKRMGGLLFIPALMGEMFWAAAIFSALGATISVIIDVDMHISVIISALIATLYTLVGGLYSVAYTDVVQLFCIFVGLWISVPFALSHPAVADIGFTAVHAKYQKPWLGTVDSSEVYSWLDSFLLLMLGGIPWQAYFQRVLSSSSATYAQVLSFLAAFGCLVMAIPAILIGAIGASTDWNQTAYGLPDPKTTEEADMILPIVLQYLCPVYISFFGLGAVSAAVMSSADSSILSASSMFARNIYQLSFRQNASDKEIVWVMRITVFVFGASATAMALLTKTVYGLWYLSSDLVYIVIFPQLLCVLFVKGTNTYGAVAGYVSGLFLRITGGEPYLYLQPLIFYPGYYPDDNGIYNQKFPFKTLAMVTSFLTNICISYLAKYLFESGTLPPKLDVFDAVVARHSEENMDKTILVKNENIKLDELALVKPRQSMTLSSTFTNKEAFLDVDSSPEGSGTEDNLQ
# CHT PAM: allosterically activates the human high affinity choline transporter; Q9GZV3; CHT-expressing cells, membrane potential dye, choline EC20; stronger effect = higher value; LV-AA mutant CHT in HEK293 cells; B-score at 10 µM; actives 0.49% (n = 310,000);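 active = initial fluorescence not abnormally high and integrated response B-score, plate-corrected, over 3 SD above library mean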
# Calls only; i = inactive. Rows were taken by chance (roughly 1.5% active in at least one column).
SMILES,CHT block,CHT PAM
Nc1nc(Nc2ccccc2)nc(N2CCOCC2)c1[N+](=O)[O-],i,i
Cc1ccc(N2CCN(c3ccc([N+](=O)[O-])cn3)CC2)c(C)c1,i,i
Fc1ccc(CNC(=S)NCc2cccc(Cl)c2)cc1,i,i
CN(C)S(=O)(=O)NCC1CCCN(Cc2cc3ccccc3s2)C1 (stereo not given),i,i
CCOC(=O)c1nc2sc3c(c2c(=O)[nH]1)CCCC3,i,i
O=C(OCC(=O)c1ccc[nH]1)c1ccc(Cl)nc1,i,i
COc1ccccc1NS(=O)(=O)c1cc(NC(=O)c2sccc2C)ccc1N1CCCC1,i,i
CCOc1ccccc1N(CC(=O)N1CCOCC1)S(=O)(=O)c1ccccc1,i,i
COCCNC(=O)c1onc(CSc2nc3ccccc3[nH]2)c1C(=O)NCCOC,i,i
CC(C)P(=O)(Cc1cccc(C#N)c1)C(C)C,i,i
O=C(CSc1nnc(-c2cccnc2)n1-c1ccc(SC(F)F)cc1)N1CCCc2ccccc21,i,i
Cc1cc(NC(=O)CN(C)S(=O)(=O)c2ccc(-c3ccc(=O)[nH]n3)s2)ccc1Br,i,i
O=C(CN1CCN(Cc2ccccc2Cl)CC1)N=Nc1c(O)[nH]c2ccccc12,i,i
Cc1cccc(C(=O)N/N=C/c2ccncc2)c1,i,i
Cc1ccc2c(c1)C=CC(C#N)N2C(=O)c1ccccc1 (stereo not given),i,i
CCOc1ccc(N2C(=O)Nc3ccccc3C2(O)C(=O)NCc2ccc3c(c2)OCO3)cc1 (stereo not given),i,i
CC(C)C(C)NC(=O)COc1ccc(S(=O)(=O)N2CCOCC2)cc1Cl (stereo not given),i,i
Cc1ccc(NC(=O)C2CC(O)CN2C(=O)OCc2ccccc2)c(C)c1 (stereo not given),i,i
Cc1cc2ncn(CC(C)C)c2cc1C,i,i
CCn1c(SCC(=O)NCCOC)nc2sc3c(c2c1=O)CCCC3,i,i
COc1ccc(-c2nc3ccccc3c(=O)n2CCOc2cc(C)ccc2C)cc1,i,i
COc1ccc(NC(=O)c2ccc3ncsc3c2)c2ccccc12,i,i
NNC(=O)Cn1c(-c2nonc2N)nc2ccccc21,i,i
COc1ccccc1NS(=O)(=O)c1ccc(O)cc1,i,i
O=C(OCc1nnc(-c2ccccc2)o1)C1=COCCO1,i,i
C=CCOc1ccccc1CN1CCC(n2nccc2NC(=O)C2CCOC2)CC1 (stereo not given),i,i
CCOC(=O)c1[nH]c2ccc(C)cc2c1NC(=O)CN1CCCCC1,i,i
CCCC(=O)Nc1cc(C(=O)O)ccc1Sc1ccccc1,i,i
COCCCN1C(=O)C(=O)/C(=C(/O)c2ccc3c(c2)CC(C)O3)C1c1cccnc1 (stereo not given),i,i
Cc1ccc(C)c(NC(=O)C2COc3ccccc3O2)c1 (stereo not given),i,i
Cc1ccc(CNC(=O)C2CC3Cn4c(nc5cc6ccccc6cc54)C3N2C)o1 (stereo not given),i,i
CCCN(CCC)C(=O)COc1cc(=O)n(CC)c2ccccc12,i,i
COC(=O)[C@H](Cc1ccccc1)NC(=O)[C@@H](N)CC(=O)O,i,i
c1ccc(-c2cccs2)nc1,i,i
CCOc1ccc(-c2csc3nc[nH]c(=O)c23)cc1,i,i
NC(=O)CSc1nnc(COc2ccc3ccccc3c2)o1,i,i
CCOC(=O)c1cnn(-c2cc(C)nc3c(-c4ccccc4)cnn23)c1N,i,i
O=C(Nc1cc(S(=O)(=O)N2CCOCC2)ccc1O)c1ccc(NS(=O)(=O)c2ccc(Cl)s2)cc1,i,i
CCOc1ccccc1CNCc1ccc(F)cc1,i,i
CCn1cc2nc(SCC(=O)Nc3ccc(OC)c(OC)c3)n(Cc3ccc(OC)cc3)c(=O)c2n1,i,i
COc1ccc(CC(=O)OCC(=O)Nc2ccc(Cl)c(S(=O)(=O)N(C)C)c2)cc1,i,i
CC(=O)c1ccc(OCc2cc(C(=O)N3CCCCC3c3cccnc3)no2)cc1 (stereo not given),i,i
COc1ccc(C(=O)CCC(=O)N2CCN(c3ccc(C)cc3)C(C)C2)cc1 (stereo not given),i,i
CC(=O)N(Cc1cccc(Br)c1)c1ccc(N2CCOCC2)c(Cl)c1,i,i
C=CCOc1ccc(C2C(C(=O)c3cccs3)=C(O)C(=O)N2c2nnc(C)s2)cc1 (stereo not given),i,i
CCc1cc2c(SCC#N)ncnc2s1,i,i
CC(C1CC1)N(Cc1ccccc1)C(=O)NC(=O)c1ccc(F)cc1 (stereo not given),i,i
COc1ccc(-n2c(C)c(C(C)=O)c3cc(OCC(N)=O)ccc32)cc1,i,i
Cc1nc2cc(C(=O)OCC(=O)NC34CC5CC(CC(C5)C3)C4)ccc2n1-c1ccccc1,i,i
Cc1ccc(NC(=O)C2CCCCC2)cc1C,i,i

# The list continues:
SMILES,CHT block,CHT PAM
COc1ccc(OCCCN2CCc3ccccc3C2)cc1,i,i
O=C(CCCOc1ccc(Cl)cc1Cl)NCC1CCCO1 (stereo not given),i,i
CCN(CC)C(=O)CSc1nc2sc3c(c2c(=O)n1CCCOC)CCC3,i,i
Nc1cc(-c2nn[nH]n2)ccc1F,i,i
Cc1occc1C(=O)N=Nc1c(O)[nH]c2ccc(Br)cc12,i,i
CC(C)CCNC(=O)C1CCC(=O)N1CCc1ccccc1 (stereo not given),i,i
COc1cccc2cc(C(=O)N3CCCCCCC3)c(=O)oc12,i,i
CN=C1S/C(=C\c2ccc(N3CCCC3)c(F)c2)C(=O)N1C,i,i
COc1ccc(C(=O)Nc2ccc(NC(=O)c3ccccc3)cc2)cc1S(=O)(=O)N1CCOCC1,i,i
c1ccc(-c2[nH]ncc2CN2CCc3ccccc3C2)cc1,i,i
CC1CN(S(=O)(=O)c2ccc(C(=O)Nc3nnc(-c4ccco4)o3)cc2)CC(C)O1 (stereo not given),i,i
CCOC(=O)C(C(=O)NCC1CCCO1)C1CCCCC1 (stereo not given),i,i
COc1ccc(C(=O)Cn2c(C)nc([N+](=O)[O-])c2Br)cc1,i,i
Cc1cccc2nc(CNC(=O)CC3C(=O)NCCN3Cc3cccc(F)c3)cn12 (stereo not given),i,i
CCN1CCCC1CNS(=O)(=O)c1ccc(Br)cc1 (stereo not given),i,i
O=c1c(-c2ccc(Br)cc2)coc2c(CN3CCOCC3)c(O)ccc12,i,i
CCCCNC(=O)NC1C(NC(=O)NCCCC)N(C)C(=O)N1C (stereo not given),i,i
CCCCCN(C(=O)CCC(=O)OCC(=O)NC1CCC(C)CC1)c1c(N)n(CCCC)c(=O)[nH]c1=O (stereo not given),i,i
Cc1ccc2nc(NC(=O)C3CCN(S(=O)(=O)c4ccc5c(c4)oc(=O)n5C)CC3)sc2c1,i,i
Cn1nc(C(=O)Nc2ccc(Br)cc2)cc1C(=O)Nc1ccc(Br)cc1,i,i
CCO[C@H]1OC(C(=O)N2CCOCC2)=C[C@@H](C2CC2)[C@@H]1CCCO,i,i
CC(C)(C)c1cc(-n2ccnc2)n2ncc(-c3ccc(Cl)cc3)c2n1,i,i
Cc1c(Cc2ccccc2)c(=O)oc2cc(OCC(=O)N3CCC(C(=O)O)CC3)ccc12,i,i
COc1ccc2nc(NC(=O)CN3CCOCC3)sc2c1,i,i
CC1(C)CC(=O)C(CC2C(=O)CC(C)(C)CC2=O)C(=O)C1,i,i
Cc1ccc(O)c(C(=O)c2cnc3c(c2)COc2ccc(C)cc2-3)c1,i,i
CCc1nnc(NC(=O)c2ccc(S(=O)(=O)N3CCCCCC3)cc2)s1,i,i
Oc1c(C(c2ccccc2)N2CCCCC2)sc2ncnn12 (stereo not given),i,i
CC(C)OC(=O)CSc1nnc(-c2ccc(Cl)cc2)n1N,i,i
COc1ccccc1/C=C/c1nc(S(=O)(=O)c2ccccc2)c(NCCN(C)C)o1,i,i
O=C(Nn1cnnc1)c1ccc(Cl)cc1[N+](=O)[O-],i,i
COCCn1c(Cc2ccccc2)nnc1SCC(=O)N(C)C,i,i
CN1C(=O)/C(=C\c2ccccc2OCc2ccccc2)SC1=S,i,i
COc1cc(/C=C/C(=O)O)cc2c1OCCO2,i,i
CCOC(=O)CN1Cc2cccc(C(=O)O)c2C1=O,i,i
O=C(NC(NC(=O)c1c(F)cccc1F)c1ccc([N+](=O)[O-])cc1)c1c(F)cccc1F,i,i
CC1CCCC(C)N1/N=C/c1ccc(O)cc1 (stereo not given),i,i
c1ccc(-c2nc(-c3nccc4ccccc34)oc2-c2ccccc2)cc1,i,i
Brc1ccc(-c2noc(CCc3ccccc3)n2)o1,i,i
Fc1ccccc1N1CCN(c2cnc3ccccc3n2)CC1,i,i
O=[N+]([O-])c1ccc2c(c1)nc(CO)n2Cc1ccccc1,i,i
C/C(=N\NC(=O)c1ccc(NS(=O)(=O)c2cccs2)cc1)c1ccc(C(C)(C)C)cc1,i,i
CC(COc1cccc2ccccc12)CN1CCN(C)CC1 (stereo not given),i,i
O=C(Nc1ccccc1-c1nnn(CC(=O)N2CCCc3ccccc32)n1)c1ccc(Cl)cc1,i,i
O=C(CCn1c(=O)oc2ccccc21)NCCCN1CCOCC1,i,i
CCCOP(=O)(OCCC)C(Nc1ccc(C(C)C)cc1)c1ccc([N+](=O)[O-])cc1 (stereo not given),i,i
CC1CCN(C(=O)C(C)c2ccc([N+](=O)[O-])cc2)CC1 (stereo not given),i,i
O=C(CN1CCC(NC(=O)c2ccco2)CC1)Nc1cccc2ccccc12,i,i
Nc1n[nH]c(N)c1N=Nc1cccc(C(F)(F)F)c1,i,i
COc1cc(OC)c(C(=O)Nc2ccc(N(C)C)cc2)cc1OC,i,i

# Next results
SMILES,CHT block,CHT PAM
CCOc1ccccc1N1CN(Cc2ccccc2)CNC1=S,i,i
C=CCn1c(SCC(=O)Nc2ccccc2F)nnc1C(C)NC(=O)c1ccccc1F (stereo not given),i,i
Cc1ccc(-c2cn3cccnc3n2)cc1NC(=O)c1cccs1,i,i
O=C(c1cccs1)N1CCN(Cc2ccccc2)CC1,i,i
CCC(C)CCCCNC1=NCCS1 (stereo not given),i,i
CCN(CC)c1ccc(NC(=O)CSc2nnc(N)s2)cc1C,i,i
COc1cccc(-n2nnc3c(=O)n(CC(=O)N4CCCc5ccccc54)cnc32)c1,i,i
O=C(N/N=C/c1cc(Cl)cc([N+](=O)[O-])c1O)c1cc(-c2ccccn2)nc2ccccc12,i,i
Cc1cc(C)nc(NS(=O)(=O)c2ccc(N3C(=O)c4ccccc4C3=O)cc2)n1,i,i
CC(NC(=O)c1ccccc1F)C1CC1 (stereo not given),i,i
Cc1cc(=O)oc2c(C)c(OC(C)C(=O)NCC3CCC(C(=O)O)CC3)ccc12 (stereo not given),i,i
CCOC(=O)c1ccc(NC(=S)N(CCCN2CCCCC2)Cc2ccco2)cc1,i,i
O=C(NNC(=O)c1nc(Cl)ccc1Cl)c1ccc(F)cc1,i,i
O=C1CN(C(=O)CNCc2cccc(Cl)c2)c2ccccc2N1,i,i
COc1ccccc1N1CCN(Cc2cn[nH]c2-c2ccc(F)cc2)CC1,i,i
Cc1ccc(S(=O)(=O)CCSc2n[nH]c(=O)n2-c2ccccc2)cc1,i,i
N/C(=N\O)C1COc2ccccc2O1 (stereo not given),i,i
CCC(C)N(C(=O)COc1ccccc1C(=O)NCc1ccccc1)C1CCS(=O)(=O)C1 (stereo not given),i,i
CCOc1ccc(CCNC(=O)CN2C(=O)COc3ccc(S(=O)(=O)N4CCOCC4)cc32)cc1,i,i
CCCNC(=O)C1CCN(S(=O)(=O)c2ccc3nc4c(c(C(=O)O)c3c2)CCCCC4)CC1,i,i
CCC(C)C(=O)Nc1nnc(SCC(=O)Nc2ccc(F)cc2)s1 (stereo not given),i,i
O=C1CCC(=O)N1c1ccccc1-c1ccccc1,i,i
COc1ccccc1-c1nnc(SC)n1C,i,i
Cc1ccc(C(=O)O)cc1NC(=O)c1ccc2c(c1)C(=O)N(c1ccc([N+](=O)[O-])cc1)C2=O,i,i
CCOc1cccc(CN2CCC(Oc3ccc(C(=O)N4CCCC4)cc3)CC2)c1,i,i
COc1ccc(-n2c(SCC(=O)Nc3cc(C)on3)nc3c([nH]c4ccccc43)c2=O)cc1,i,i
Nc1[nH]n(-c2ccccc2)c(=O)c1N=Nc1ccc2c(c1)OCO2,i,i

# Among those listed so far, 14 have a thiophene ring, fused or not.
SMILES,CHT block,CHT PAM
CN(C)S(=O)(=O)NCC1CCCN(Cc2cc3ccccc3s2)C1 (stereo not given),i,i
CCOC(=O)c1nc2sc3c(c2c(=O)[nH]1)CCCC3,i,i
COc1ccccc1NS(=O)(=O)c1cc(NC(=O)c2sccc2C)ccc1N1CCCC1,i,i
Cc1cc(NC(=O)CN(C)S(=O)(=O)c2ccc(-c3ccc(=O)[nH]n3)s2)ccc1Br,i,i
CCn1c(SCC(=O)NCCOC)nc2sc3c(c2c1=O)CCCC3,i,i
c1ccc(-c2cccs2)nc1,i,i
CCOc1ccc(-c2csc3nc[nH]c(=O)c23)cc1,i,i
O=C(Nc1cc(S(=O)(=O)N2CCOCC2)ccc1O)c1ccc(NS(=O)(=O)c2ccc(Cl)s2)cc1,i,i
C=CCOc1ccc(C2C(C(=O)c3cccs3)=C(O)C(=O)N2c2nnc(C)s2)cc1 (stereo not given),i,i
CCc1cc2c(SCC#N)ncnc2s1,i,i
CCN(CC)C(=O)CSc1nc2sc3c(c2c(=O)n1CCCOC)CCC3,i,i
C/C(=N\NC(=O)c1ccc(NS(=O)(=O)c2cccs2)cc1)c1ccc(C(C)(C)C)cc1,i,i
Cc1ccc(-c2cn3cccnc3n2)cc1NC(=O)c1cccs1,i,i
O=C(c1cccs1)N1CCN(Cc2ccccc2)CC1,i,i
